# CBFb-RUNX1 inh: qHTS Assay for Compounds Blocking the Interaction Between CBF-beta and RUNX1 for the Treatment of Acute Myeloid Leukemia | 230,000 tested, under 10 active | Runt-related transcription factor 1 (Homo sapiens) + Core-binding factor subunit beta … | AlphaScreen CBFb-His/RUNX1-biotin binding, biochemical | Potency, µM (top dose mostly 59.8 µM), without a hit: top-dose activity, negative = inhibition, actives largely listed as inhibitors | AID 1477, 2009; note: % of control where 0% means no effect
#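 Bead-based AlphaScreen assay; binding partners His-tagged CBF-beta and biotinylated RUNX1 at 30 nM each. Compound exposure 15 min after a 20-min protein preincubation; bead step 90 min; all steps at room temperature.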
# TexasRed fluor: Total Fluorescence Counterscreen for Inhibitors of the Interaction of Thyroid Hormone Receptor and Steroid Receptor Coregulator 2. Potency, µM (top dose mostly 106 µM), for the others: at the highest dose fluorescence change, negative = quenching. actives 0.29% (n = 280,000). AID 1479, 2009. TRb/SRC2 Texas Red total fluorescence interference; active = well fitted curve in either direction with a large enough effect; inconclusive = small, poorly fitted or top-dose-only effect; note: potency is the fitted concentration of half-maximal effect; % is set by controls: 0 for no effect and ±100 for the full control effect
#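 Human TRβ ligand-binding domain (0.6 uM) and Texas Red SRC2 peptide (20 nM) in Tris buffer with 1 uM T3 and 5% DMSO were incubated with pinned compound for 5 hr at ambient temperature. Total fluorescence was computed as S + 2P (555/632 nm).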
# NPSR antagonist: qHTS Assay for Antagonists of the Neuropeptide S Receptor: cAMP Signal Transduction; Q6W5P4; CHO-NPSR cells, cAMP TR-FRET, antagonist mode; Potency, µM (top dose mostly 38.3 µM), for inactives: at the highest dose activity change, negative = inhibition, actives largely listed as inhibitors; actives 1% (n = 220,000); AID 1461, 2008; note: potency is the fitted concentration of half-maximal effect; % is set by controls: 0 for no effect and ±100 for the full control effect; nearly all actives have a fitted effect of over 50% in size; many of its hits are not listed in these tables
# Target sequence (Q6W5P4 whole entry, looked up): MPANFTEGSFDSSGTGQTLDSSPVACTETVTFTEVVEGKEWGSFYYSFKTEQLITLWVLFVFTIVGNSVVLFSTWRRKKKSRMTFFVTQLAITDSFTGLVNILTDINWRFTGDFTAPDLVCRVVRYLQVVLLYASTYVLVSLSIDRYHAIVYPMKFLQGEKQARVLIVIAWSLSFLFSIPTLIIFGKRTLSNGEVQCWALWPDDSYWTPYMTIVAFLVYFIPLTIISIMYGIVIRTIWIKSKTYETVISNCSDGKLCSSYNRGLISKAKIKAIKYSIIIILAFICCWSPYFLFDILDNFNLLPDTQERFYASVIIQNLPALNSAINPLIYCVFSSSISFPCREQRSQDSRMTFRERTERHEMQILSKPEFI
# Epigenetic derep: Quantitative High-Throughput Screen for Regulators of Epigenetic Control; murine LDR cells, GFP reporter derepression, 30 h; Potency, µM (doses to about 53.9 µM), inactives show top-dose GFP activation, usual class: activators; actives 0.2% (n = 280,000); AID 1865, 2009; note: potency is the fitted concentration of half-maximal effect; % of control where 0% means no effect; nearly all actives have a fitted effect of over 60% in size
#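 In this reporter-derepression format, murine cells bearing a silenced integrated CMV-GFP locus incubate with test compound (30 h, 37 C), then are washed and imaged; fluorescent objects of 20–120 um count as induced cells.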
# Tau FP inhib: qHTS for Inhibitors of Tau Fibril Formation, Fluorescence Polarization | actives 0.39% (n = 280,000) | K18 P301L tau heparin fibrillization, Alexa594 FP, 6 h | Microtubule-associated protein tau (Homo sapiens), P10636 | Potency, µM (highest dose often 57.7 µM), inactives show at the top dose activity, negative = inhibition, most hits filed as inhibitors; note: potency is the fitted concentration of half-maximal effect; % is set by controls: 0 for no effect and ±100 for the full control effect; nearly all actives have a fitted effect of over 55% in size
# Target sequence (P10636 561-689 P618L limits assumed): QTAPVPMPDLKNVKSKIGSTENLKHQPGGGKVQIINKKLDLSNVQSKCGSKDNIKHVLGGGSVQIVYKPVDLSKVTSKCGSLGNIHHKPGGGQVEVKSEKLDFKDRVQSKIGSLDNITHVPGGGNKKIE
#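 Human tau K18 […] P301L fragment, 15 uM unlabeled plus 0.24 uM Alexa 594-labeled tau (final), with compound and 20 uM heparin in 100 mM sodium acetate pH 7; 6 hr at 37 C, then Alexa 594 FP read.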
# aGal spleen mod: qHTS Assay for Inhibitors and Activators of Human alpha-Galactosidase From Spleen Homogenate; Alpha-galactosidase A (Homo sapiens), P06280; human spleen homogenate, 4MU-alpha-Gal fluorescence, 40 min; Potency, µM (top dose mostly 80 µM), inactives show top-dose activity change, negative = inhibition, actives largely listed as inhibitors; actives 0.008% (n = 240,000);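 note: potency is the fitted concentration of half-maximal effect; 0% = enzyme with vehicle and -100% = no enzyme basal signal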
#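 Human spleen homogenate (1 ug) was the enzyme source, with 4-methylumbelliferyl-alpha-D-galactopyranoside (1 mM final) in pH 5.0 citrate buffer with 0.01% Tween-20. Compounds were titrated; after 40 min at 37C, NaOH/glycine stop, 4-MU fluorescence read; AC50 from Hill fits.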
# TRb SRC2 PPI: qHTS for Inhibitors of the Interaction of Thyroid Hormone Receptor and Steroid Receptor Coregulator 2 | Thyroid hormone receptor beta (Homo sapiens), P10828 | TRbeta-SRC2 peptide binding, fluorescence polarization; receptor liganded with 1 µM T3 | Potency, µM (series often up to 106 µM), without a hit: top-dose activity change, negative = inhibition, most hits filed as inhibitors | actives 0.065% (n = 280,000) | AID 1469, 2008;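 note: potency is the fitted concentration of half-maximal effect; plate controls were bound peptide for no effect and peptide without receptor for full effect; nearly all actives have a fitted effect of over 50% in size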
# Target sequence (P10828 whole entry, looked up): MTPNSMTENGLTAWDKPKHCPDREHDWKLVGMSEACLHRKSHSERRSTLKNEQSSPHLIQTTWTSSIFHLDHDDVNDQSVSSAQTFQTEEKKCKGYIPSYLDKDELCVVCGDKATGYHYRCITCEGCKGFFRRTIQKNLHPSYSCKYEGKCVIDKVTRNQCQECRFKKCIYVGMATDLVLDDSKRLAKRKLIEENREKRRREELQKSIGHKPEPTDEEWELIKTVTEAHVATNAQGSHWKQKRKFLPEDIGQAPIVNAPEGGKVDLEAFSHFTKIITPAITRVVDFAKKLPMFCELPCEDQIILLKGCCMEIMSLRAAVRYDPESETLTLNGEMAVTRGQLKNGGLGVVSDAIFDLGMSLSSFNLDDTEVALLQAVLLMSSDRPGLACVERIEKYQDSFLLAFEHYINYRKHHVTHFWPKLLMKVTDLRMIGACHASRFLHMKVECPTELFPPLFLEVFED
#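 Compounds were added to 0.6 uM TRb ligand-binding domain and 20 nM Texas Red-labeled SRC2 peptide in Tris buffer containing 1 uM T3, incubated 5 hr at ambient temperature, then read by fluorescence polarization.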
# Tau fluor cs: Counterscreen qHTS for Inhibitors of Tau Fibril Formation, Fluorescence Polarization; tau K18 P301L (four-repeat tau fragment) Alexa594 fluorescence, heparin fibrillization; Potency, µM (highest dose often 57.7 µM), for inactives: top-dose activity change, negative = decrease; actives 0.93% (n = 280,000); AID 1463, 2008; note: potency is the fitted concentration of half-maximal effect; % is set by controls: 0 for no effect and ±100 for the full control effect; nearly all actives have a fitted effect of over 55% in size
#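 Human K18 P301L tau (15 uM unlabeled plus 0.24 uM Alexa 594-labeled, final) in 100 mM sodium acetate pH 7 was mixed with compound and 20 uM heparin and incubated 6 hr at 37 C.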
# The depositor's hits bear a star; u = inconclusive; x = not tested or not shown; [ ] = remark or other dose. Unless noted, calls come from the whole dose curve; as a rule, active = well fitted curve in the direction sought with a large enough effect; inconclusive = small, poorly fitted or top-dose-only effect, or another doubt; inactive = no such curve, though single readings can be large; an effect the other way counts as inactive or inconclusive. The list is partial, so the mix of outcomes need not match the whole.
# Fields: CBFb-RUNX1 inh	TexasRed fluor	NPSR antagonist	Epigenetic derep	Tau FP inhib	aGal spleen mod	TRb SRC2 PPI	Tau fluor cs
Cc1cc(CNC(=O)COc2ccc(F)cc2F)c2ccccc2n1
  2%	1%	23%	1.1%	-4%	4%	10%	-10%
O=C1COc2ccc(-c3cc(-c4ccccc4)c4c(n3)-c3cc(Cl)ccc3OC4)cc2N1
  x	-9%	x	-0.2%	u	x	-2%	-7%
O=C(Cn1cc(C(F)(F)F)ccc1=O)Nc1cccc(S(=O)(=O)N2CCOCC2)c1
  10%	-12%	-11%[46.1 µM]	2.3%	-4%	8%	3%	-10%
Cc1ccc(N=C2NC(=O)/C(=C/c3cccn3C)S2)cc1C
  -1%	-1%	14%	11%	-4%	9%	5%	-21%
O=C(O)CC/C=C\CC[C@H]1[C@@H](N2CCCCC2)[C@@H](O)C[C@@H]1OCc1ccc(-c2ccccc2)cc1
  -7%[21.7 µM]	-1%	x	-0.8%	-1%	-3%	1%	-3%
CC(=O)Nc1ccc2nc(SCC(=O)O)sc2c1
  3%	-1%	-5%[46.1 µM]	0.2%	-7%	7%	-23%	-7%
CN(C)CCn1c(=O)n(Cc2ccco2)c(=O)c2c3c(sc21)CCCCC3
  -6%	0%	-24%[46.1 µM]	-1.1%	3%	2%	-15%	-4%
O=C(NCc1ccccc1Cl)c1cnc2n(c1=O)CCS2
  -2%	-1%	-17%[46.1 µM]	-4.6%	3%	1%	2%	-7%
CCOC(=O)C(Cc1c[nH]c2ccccc12)NC(=O)COc1ccc(CC)cc1 (stereo not given)
  x	-13%	x	-0.8%	u	x	2%	u
Cc1ccc(S(=O)(=O)N(C)CC(=O)OCC(=O)N2CC(=O)Nc3ccccc32)cc1
  -6%	0%	2%	-1.0%	9%	-6%	-15%	9%
Cc1nn(CC#N)c(=O)n1-c1ccc(F)cc1
  4%	-3%	2%[46.1 µM]	-1.0%	2%	-4%	-12%	-8%
CN(C)CCCN(Cc1ccccc1)C(=S)Nc1ccc(F)c(Cl)c1
  3%	-5%	-14%	-0.2%	-3%	-3%	-6%	-7%
C/C(=N/NC(=O)c1ccncc1)c1cc2ccc(O)cc2oc1=O
  u	0%	7%	0.0%	6%	u	1%	2%
C=CCn1c(CC#N)nnc1N1CCOCC1
  9%	-2%	-6%[46.1 µM]	1.1%	3%	-11%	7%	3%
CN(C)c1ccc(CN(CC2CCCO2)C(=O)COc2ccc(Cl)cc2)cc1 (stereo not given)
  x	1%	x	5.7%	5%	x	-4%	-17%
CCn1c(=O)c(-c2cc(=O)[nH][nH]2)c(O)c2ccccc21
  u	-9%	9%	-0.2%	-14%	-10%	-7%	-6%
Cc1ccc(-n2ncc(C(=O)NCCc3c[nH]c4ccccc34)c2C2CCN(C(=O)OC(C)(C)C)CC2)cc1C
  x	u	x	0.0%	u	x	-3%	u
COc1cc(/C=C/C(=O)OCC(=O)Nc2ccc3c(c2)OCCO3)ccc1OCC#N
  -3%	-1%	4%	-1.6%	-7%	14%	-1%	-2%
CC(=O)N1CCN(c2ccccc2NC(=O)COc2ccc(Cl)cc2Cl)CC1
  0%	1%	u	-2.1%	6%	-6%	9%	-1%
CCOc1ccc(C(C)=O)cc1COc1ccc(-n2cnnn2)cc1
  -3%	2%	-12%[46.1 µM]	-1.0%	-3%	10%	9%	-20%

# Carrying on.
# Fields: CBFb-RUNX1 inh	TexasRed fluor	NPSR antagonist	Epigenetic derep	Tau FP inhib	aGal spleen mod	TRb SRC2 PPI	Tau fluor cs
Cc1ccn2c(Nc3c(C)cccc3C)c(-c3ccsc3)nc2c1
  x	0%	x	0.8%	0%	x	-3%	u
O=C(Nc1cccc(S(=O)(=O)N2CCCCC2)c1)c1cnccn1
  -9%	-1%	-9%	5.1%	-1%	1%	9%	-3%
CCOc1ccc(CCNC(=O)c2ccc(-c3nc(COc4ccc(C)cc4)c(C)o3)cc2)cc1
  x	-21%	x	0.0%	-7%	x	8%	1%
O=C1c2ccccc2C(=O)N1CCCOCc1c[nH]c(=O)[nH]c1=O
  3%	-1%	-1%[46.1 µM]	1.7%	-1%	1%	-4%	2%
CCC1CN(C(=O)Nc2cccc(OC)c2)c2ccccc2O1 (stereo not given)
  x	u	x	1.4%	u	x	-8%	-21%
Cc1cccc(NS(=O)(=O)c2cnc[nH]2)c1
  7%	-2%	10%	-1.0%	-6%	0%	-8%	-11%
CC(C)=NNc1nc(-c2ccccc2)cs1
  -26%	-1%	16%	-2.0%	-3%	-6%	6%	10%
COc1cccc(NC(=O)Cn2c(=O)n(-c3ccccc3)c(=O)c3c4c(sc32)CCCC4)c1
  x	3%	x	u	-15%	x	-2%	7%
CC(=O)N(CCP(=O)(c1ccccc1)c1ccccc1)Cc1ccco1
  2%	2%	u	12%	-2%	-1%	10%	-4%
CN(NC(=O)c1ccc(Cl)cc1)c1ncc(C(F)(F)F)cc1Cl
  5%	-1%	17%	1.1%	-5%	-4%	2%	-16%
O=c1[nH]c2ccc(NCc3ccc(-c4ccccc4)o3)cc2[nH]1
  x	-1%	x	-1.6%	u	x	-9%	u
Oc1cccc2c(NC(=S)Nc3ccc(SC(F)F)cc3)cccc12
  2%	-1%	u	u	u	-1%	6%	11µM*[quencher]
CCN(CC)S(=O)(=O)c1cc(C(=O)OCC(=O)Nc2cccc(C)c2C)ccc1F
  4%	1%	11%	0.0%	2%	2%	-2%	-17%
O=C1C2CC=CCC2C(=O)N1CNc1ccccc1 (stereo not given)
  10%	2%	-1%[46.1 µM]	2.4%	-1%	1%	8%	-2%
COc1ccc(CNC(=O)c2ccc(Sc3ccc(Cl)cc3)c(NC(C)=O)c2)c(OC)c1
  x	-1%	x	0.6%	0%	x	5%	-22%
CC(=O)NC1(c2ccccc2)CCN(c2cc(C)nc(-c3ccccc3)n2)CC1
  4%	0%	-11%	1.1%	-8%[2.34 µM]	12%	2%	-14%[2.34 µM]
O=C(Nc1ccc([N+](=O)[O-])cc1)/C(=C/c1cccc([N+](=O)[O-])c1)NC(=O)C1CCCCC1
  1%	1%	-27%[46.1 µM]	1.1%	-2%	3%	-2%	u
CSCCC(NC(N)=O)C(=O)NCC1CCCCC1 (stereo not given)
  11%	-5%	-13%[46.1 µM]	-1.1%	5%	4%	-3%	-1%
Cc1ccc(S(=O)(=O)N(CC(=O)N/N=C/c2ccco2)c2cc(Cl)cc(Cl)c2)cc1
  -13%	-6%	-32%	4.5%	-10%	5%	9%	u
Cn1c(SCC(=O)NCc2ccc(F)cc2)nc2c([nH]c3ccccc32)c1=O
  13%	-2%	-12%	-3.3%	-6%	-4%	12%	-5%

# (list continues)
# Fields: CBFb-RUNX1 inh	TexasRed fluor	NPSR antagonist	Epigenetic derep	Tau FP inhib	aGal spleen mod	TRb SRC2 PPI	Tau fluor cs
COCC(=O)n1nc(-c2ccc(Cl)cc2)nc1NCc1ccc(F)cc1
  8%	-2%	-12%[46.1 µM]	-2.9%	9%	0%	-5%	-29%
COC(=O)C1CCN(C(=O)Cc2ccccc2OC)CC1
  8%	0%	13%	-1.5%	-4%	0%	3%	-2%
S=C1N(c2ccccc2)C(c2ccccc2)N2CCCN12 (stereo not given)
  0%	-2%	2%[46.1 µM]	-0.8%	0%	2%	-7%	-3%
COC(=O)c1cccnc1-n1c(=O)c2cccnc2n(Cc2cccc(C(F)(F)F)c2)c1=O
  6%	0%	-15%	-1.3%	2%	-6%	5%	-17%
Cc1onc(-c2ccccc2Cl)c1C(=O)Nc1ncn[nH]1
  -7%	-1%[53 µM]	13%	-0.3%	0%	3%	0%[53 µM]	11%
CCn1cc(C(=O)NCCCN2CCN(C)CC2)c(=O)c2cc(S(=O)(=O)N3CCc4ccccc4C3)ccc21
  8%	-1%	-17%	-0.1%	-1%	7%	3%	-2%
Cc1cccc(C)c1NC(=O)CCS(=O)(=O)c1ccc2c(c1)CC(C)N2C(=O)C1CC1 (stereo not given)
  x	-2%	x	0.7%	7%	x	2%	-6%
CS(=O)(=O)Nc1ccc(C(=O)NCCc2ccccc2)cc1
  5%	-5%	-5%[46.1 µM]	0.0%	3%	-6%	-6%	3%
Fc1ccc(-c2noc3ncnc(NCCc4ccc(Cl)cc4)c23)cc1
  x	-3%	x	-1.3%	-1%	x	3%	-29%
CCC(c1nnc(SCC(=O)Nc2cc(Cl)ccc2C#N)n1C1CCCCC1)N(C)C (stereo not given)
  2%	0%[53 µM]	1%	0.0%	-1%	0%	1%[53 µM]	3%
CCN(CC)Cc1cc(NC2=NS(=O)(=O)c3ccccc32)ccc1OC(=O)C(C)C
  5%	1%	-9%[46.1 µM]	-0.2%	7%	1%	3%	-11%
O=C(Nc1ccccc1C(=O)OCc1cc(=O)n2c3c(sc2n1)CCCC3)c1cccc(Cl)c1
  x	-1%	x	-1.3%	7%	x	1%	2%
Cc1cc(C)n2nc(SCc3cc(=O)oc4cc(C)c(C)cc34)nc2n1
  -15%	-4%	u	1.6%	1%	-1%	4%	2%

# Exported with each value named: 2 of the compounds above.
> Cc1onc(-c2ccccc2Cl)c1C(=O)Nc1ncn[nH]1
  CBFb-RUNX1 inh: -7% | TexasRed fluor: -1%[53 µM] | NPSR antagonist: 13% | Epigenetic derep: -0.3% | Tau FP inhib: 0% | aGal spleen mod: 3% | TRb SRC2 PPI: 0%[53 µM] | Tau fluor cs: 11%
> CCn1cc(C(=O)NCCCN2CCN(C)CC2)c(=O)c2cc(S(=O)(=O)N3CCc4ccccc4C3)ccc21
  CBFb-RUNX1 inh: 8% | TexasRed fluor: -1% | NPSR antagonist: -17% | Epigenetic derep: -0.1% | Tau FP inhib: -1% | aGal spleen mod: 7% | TRb SRC2 PPI: 3% | Tau fluor cs: -2%

# Screens as filed in PubChem.
